GRIN3A LBD mod – binders of NR3A ligand-binding domain, primary screen, biophysical, differential scanning fluorimetry, uHTS; Glutamate receptor ionotropic, NMDA 3A (GRIN3A) ligand-binding domain; NR3A LBD differential scanning fluorimetry, Tm shift; 0% = protein alone, 100% = glycine-bound protein; Tm shift relative to glycine control, % at 25 µM; hit rate 2.5% among 340,000;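 active = melting temperature shift of at least 10% of the positive control shift, at one fixed dose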
CCR6 antagonist – CCR6 receptor antagonists, primary screen, cell-based, CHO-K1, luminescence, beta-arrestin, uHTS. hit rate 0.49% among 340,000. C-C chemokine receptor type 6 (Homo sapiens), P51684. inhibition, % at 20 µM. CHO-K1 CCR6 PathHunter beta-arrestin, CCL20-stimulated;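 active = compounds whose inhibition of the agonist-driven luminescence signal at 20 µM reaches about 50%, limit read from the data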;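 also: cells stimulated with CCL20 at 14 nM final; plate controls were DMSO with CCL20 for no effect and DMSO without agonist for full effect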
Target sequence (P51684 whole entry, looked up): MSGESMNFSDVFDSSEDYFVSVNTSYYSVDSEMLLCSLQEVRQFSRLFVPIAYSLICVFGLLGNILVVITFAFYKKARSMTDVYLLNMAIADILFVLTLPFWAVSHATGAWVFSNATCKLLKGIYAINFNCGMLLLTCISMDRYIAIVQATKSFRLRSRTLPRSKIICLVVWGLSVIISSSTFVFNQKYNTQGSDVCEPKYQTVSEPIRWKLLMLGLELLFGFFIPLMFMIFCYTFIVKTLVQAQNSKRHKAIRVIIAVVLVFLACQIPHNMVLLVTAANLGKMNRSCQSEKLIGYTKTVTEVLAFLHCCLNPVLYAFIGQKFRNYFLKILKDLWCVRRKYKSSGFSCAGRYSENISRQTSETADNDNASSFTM
APOBEC3A inh – APOBEC3A ssDNA deaminase inhibitors, primary screen, selectivity assay for APOBEC3G inhibitor project, biochemical, FAM/TAMRA oligo cleavage fluorescence; hit rate 0.41% among 330,000; recombinant A3A, FAM/TAMRA ssDNA deamination fluorescence; inhibition, % at 20 µM;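 active = at least 40% inhibition at 20 µM here, with at most 30% in a related deaminase screen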;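 also: plate controls were A3A with DMSO for no effect and wells lacking A3A enzyme for full effect; some results filed as inactive read as strong as hits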
MPTP block – mitochondrial permeability transition pore inhibitors, primary screen, biochemical, isolated mouse mitochondria, absorbance; Ca2+ swelling absorbance, 30 min; inhibition, % at 10 µM; hit rate 1.4% among 360,000;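 active = inhibition of 50% or more, scaled per plate between neutral and stimulator controls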;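 also: 0% = DMSO wells given calcium and 100% = 1 mM EGTA wells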
CXCR6 inh – CXCR6 receptor inhibitors, primary screen, cell-based, beta-arrestin, luminescence, CHO-K1 PathHunter, 1536-well | C-X-C chemokine receptor type 6 (Homo sapiens), O00574 | inhibition, % at 20 µM | hit rate 0.36% among 360,000; in the data active = inhibition above about 34%, passing the limit was not always enough;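 also: antagonist mode with CXCL16 agonist at 10 nM final; 0% = 10 nM CXCL16 with DMSO and 100% = unstimulated wells without agonist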
Target sequence (O00574 whole entry, looked up): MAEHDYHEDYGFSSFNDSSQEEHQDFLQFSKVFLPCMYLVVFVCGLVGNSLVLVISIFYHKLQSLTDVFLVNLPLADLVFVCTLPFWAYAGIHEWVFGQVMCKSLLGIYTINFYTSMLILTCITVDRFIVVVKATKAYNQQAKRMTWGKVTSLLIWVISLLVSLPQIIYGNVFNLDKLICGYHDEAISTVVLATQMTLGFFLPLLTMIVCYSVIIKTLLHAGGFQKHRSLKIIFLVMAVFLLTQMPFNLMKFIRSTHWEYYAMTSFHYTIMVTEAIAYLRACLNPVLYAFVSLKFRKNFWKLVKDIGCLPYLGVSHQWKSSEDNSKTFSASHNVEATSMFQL
Gli-Sufu antag – Gli-Sufu pathway antagonists, primary screen, luciferase luminescence, Sufu-KO-LIGHT cells, uHTS | Sufu-KO-LIGHT fibroblasts, Gli luciferase reporter luminescence | hit rate 0.74% among 340,000 | inhibition, % at 5 µM;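 active = inhibition above about 55%, limit read from the data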;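 also: 0% = DMSO-treated cells and 100% = wells with medium but no cells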
EBI2 antag – EBI2 receptor antagonists, beta-arrestin recruitment, primary screen, cell-based, luminescence, 7a,25-OHC stimulation, uHTS; G-protein coupled receptor 183 (Homo sapiens), P32249; AID 651636, 2012; hit rate 0.81% among 360,000; inhibition, % at 5 µM; 7a,25-OHC stimulated; in the data active = inhibition above about 38%;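 also: enzyme fragment complementation signal reports receptor beta-arrestin coupling in cells; 0% = agonist plus DMSO wells and 100% = wells without agonist; some results beyond the cut were filed as inactive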
Target sequence (P32249 whole entry, looked up, the tested form may be a part): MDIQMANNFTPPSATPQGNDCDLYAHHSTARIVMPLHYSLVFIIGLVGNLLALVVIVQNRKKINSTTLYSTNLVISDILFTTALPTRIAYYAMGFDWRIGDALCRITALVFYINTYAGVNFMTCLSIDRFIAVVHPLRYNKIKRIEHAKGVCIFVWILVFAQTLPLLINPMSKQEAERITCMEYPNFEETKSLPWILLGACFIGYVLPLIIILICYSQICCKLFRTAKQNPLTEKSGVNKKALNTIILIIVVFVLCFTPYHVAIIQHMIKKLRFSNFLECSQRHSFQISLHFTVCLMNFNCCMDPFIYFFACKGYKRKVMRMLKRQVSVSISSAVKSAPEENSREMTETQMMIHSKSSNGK
A3G deaminase – APOBEC3G DNA deaminase inhibitors, primary screen, biochemical, fluorescence, single-stranded DNA substrate, uHTS; DNA dC->dU-editing enzyme APOBEC-3G (Homo sapiens), Q9HC16; inhibition, % at 20 µM; recombinant A3G, ssDNA deamination FAM/TAMRA fluorescence; hit rate 0.28% among 330,000;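 active = inhibition of at least 40% at 20 µM, with no more than 30% in the related APOBEC3A deaminase screen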;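 also: plate controls were DMSO wells with A3G for no effect and wells lacking A3G enzyme for full effect; some compounds called inactive have numbers as strong as hits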
An asterisk follows results filed as active.

Start of the listing, in advance, 2 compounds:
For Cc1ccc2c(c1)c1nc3ccccc3nc1n2C the results were GRIN3A LBD mod 2.8, CCR6 antagonist -1.4, APOBEC3A inh -6.7, MPTP block 0.5, CXCR6 inh 5.6, Gli-Sufu antag -1.5, EBI2 antag 13.9 and A3G deaminase -8.1.
`CC1CN(S(=O)(=O)c2ccc(C(=O)Nc3ccc(S(=O)(=O)Nc4nccs4)cc3)cc2)CC(C)O1` (centres undefined) gave GRIN3A LBD mod -2.4, CCR6 antagonist 0.9, APOBEC3A inh -2.8, MPTP block 0.5, CXCR6 inh 4.7, Gli-Sufu antag -2.1, EBI2 antag -6.9 and A3G deaminase -11.7.

The listing, from the first entry:
For Cc1ccc2c(c1)c1nc3ccccc3nc1n2C the results were GRIN3A LBD mod 2.8, CCR6 antagonist -1.4, APOBEC3A inh -6.7, MPTP block 0.5, CXCR6 inh 5.6, Gli-Sufu antag -1.5, EBI2 antag 13.9 and A3G deaminase -8.1.
`CC1CN(S(=O)(=O)c2ccc(C(=O)Nc3ccc(S(=O)(=O)Nc4nccs4)cc3)cc2)CC(C)O1` (centres undefined) gave GRIN3A LBD mod -2.4, CCR6 antagonist 0.9, APOBEC3A inh -2.8, MPTP block 0.5, CXCR6 inh 4.7, Gli-Sufu antag -2.1, EBI2 antag -6.9 and A3G deaminase -11.7.
CC1(C)CC(=O)C(=CN2CCN(C(=O)c3ccco3)CC2)C(=O)C1 was read as GRIN3A LBD mod 1.9, CCR6 antagonist 1.5, MPTP block -1.6, CXCR6 inh -3.9, Gli-Sufu antag -17.7 and EBI2 antag -2.1.
`Cc1ccccc1-c1nc2sc(C)c(C)c2c(=O)o1` gave GRIN3A LBD mod -2.0, CCR6 antagonist 18.8, APOBEC3A inh -0.3, MPTP block 3.6, CXCR6 inh -10.4, EBI2 antag 7.5 and A3G deaminase -4.3.
`CCOC(=O)c1sc(NC(=O)CCN2C(=O)c3cccc([N+](=O)[O-])c3C2=O)c(C(=O)OCC)c1C` gave GRIN3A LBD mod 0.3, CCR6 antagonist -9.4, APOBEC3A inh 3.6, MPTP block 2.3, CXCR6 inh 2.9, Gli-Sufu antag -5.0, EBI2 antag -0.5 and A3G deaminase 15.4.
Cc1cccc(C(C)C)c1NC(=O)COC(=O)c1cccc(S(=O)(=O)N2CCc3ccccc3C2)c1 was read as GRIN3A LBD mod 21.7*, CCR6 antagonist -3.9, APOBEC3A inh 3.6, MPTP block 5.0, CXCR6 inh 0.5, Gli-Sufu antag 3.4, EBI2 antag 14.9 and A3G deaminase -3.0.
For COc1cccc(N2CCN(C3CC(=O)N(c4ccc(Cl)c(Cl)c4)C3=O)CC2)c1 (centres undefined) the results were GRIN3A LBD mod -2.8, CCR6 antagonist 7.2, APOBEC3A inh -5.5, MPTP block -0.3, CXCR6 inh -1.3, Gli-Sufu antag 10.0, EBI2 antag -0.5 and A3G deaminase -4.0.
`Cc1cc(Nc2cccc(F)c2)nc(-c2ccccc2O)n1` gave GRIN3A LBD mod 29.6*, CCR6 antagonist -6.5, APOBEC3A inh 0.9, MPTP block 58.9*, CXCR6 inh -5.5, Gli-Sufu antag -10.6, EBI2 antag 22.2 and A3G deaminase -5.5.
CCn1ccnc1C(O)c1ccc(N(C)C)cc1 (centres undefined) was read as GRIN3A LBD mod 0.3, CCR6 antagonist 3.6, APOBEC3A inh -4.2, MPTP block 1.5, CXCR6 inh 4.6, Gli-Sufu antag -0.1, EBI2 antag -15.2 and A3G deaminase -7.6.
Screening Cc1cccc(NC(=O)C(Cc2ccccc2)c2nn[nH]n2)c1C (centres undefined) returned GRIN3A LBD mod -1.1, CCR6 antagonist 5.6, APOBEC3A inh -3.6, MPTP block 0.1, CXCR6 inh -3.1, Gli-Sufu antag -2.4, EBI2 antag -11.7 and A3G deaminase -4.5.
For CCOc1ccccc1C1NC(=O)NC(C)=C1C(=O)OC1CCCC1C (centres undefined) the results were GRIN3A LBD mod -0.4, CCR6 antagonist -17.6, APOBEC3A inh 4.9, MPTP block -5.2, CXCR6 inh -5.1, Gli-Sufu antag -12.7, EBI2 antag -3.4 and A3G deaminase -0.8.
Screening Cn1c(SCCC(=O)O)nnc1-c1ccncc1 returned GRIN3A LBD mod 1.1, CCR6 antagonist -0.6, APOBEC3A inh -8.1, MPTP block 0.3, CXCR6 inh 9.8, Gli-Sufu antag -5.3, EBI2 antag -1.9 and A3G deaminase -10.3.
`O=S(=O)(c1ccc(Cl)s1)N1CCN(Cc2ccccc2)CC1` gave GRIN3A LBD mod -5.5, CCR6 antagonist 22.7, APOBEC3A inh -0.5, MPTP block 2.5, CXCR6 inh -2.0, EBI2 antag 2.3 and A3G deaminase -4.1.
Screening Cc1ccc(C(=O)N2CCCC(CCC(=O)N3CCN(c4ccccn4)CC3)C2)cn1 (centres undefined) returned GRIN3A LBD mod -2.5, CCR6 antagonist 2.4, APOBEC3A inh -3.0, MPTP block -1.7, CXCR6 inh -6.9, Gli-Sufu antag 2.1, EBI2 antag -7.3 and A3G deaminase -3.5.
`C=CCN1C(=O)/C(=C/c2ccc(-c3ccc(F)cc3)o2)SC1=S` gave GRIN3A LBD mod 0.0, CCR6 antagonist 27.0, APOBEC3A inh 0.9, MPTP block 4.2, CXCR6 inh 2.3, Gli-Sufu antag -4.9, EBI2 antag 9.7 and A3G deaminase -2.8.
Screening CCOc1ccc(CCNC(=O)CS(=O)Cc2nc(-c3ccc(C)cc3)oc2C)cc1OCC (centres undefined) returned GRIN3A LBD mod 0.2, CCR6 antagonist -10.1, APOBEC3A inh -5.0, MPTP block -0.2, CXCR6 inh 3.3, Gli-Sufu antag 2.6, EBI2 antag -6.6 and A3G deaminase -6.3.
Screening Cn1c(=NC(=O)c2ccccc2[N+](=O)[O-])sc2cccc(F)c21 returned GRIN3A LBD mod -0.4, CCR6 antagonist -6.8, APOBEC3A inh 4.5, MPTP block 2.1, CXCR6 inh -10.8, Gli-Sufu antag -84.5, EBI2 antag 8.8 and A3G deaminase -0.1.
`CC(=O)CSc1nsc(SCC(C)=O)c1C#N` gave GRIN3A LBD mod 3.1, CCR6 antagonist 1.8, APOBEC3A inh 0.9, MPTP block 3.5, CXCR6 inh -3.5, Gli-Sufu antag 6.5, EBI2 antag 2.1 and A3G deaminase -1.7.
Cc1ccc2nc3c(cc2c1)CN(Cc1ccco1)C(=NCC1CCCO1)S3 (centres undefined) was read as GRIN3A LBD mod 3.8, CCR6 antagonist 13.5, APOBEC3A inh -1.7, MPTP block -2.9, CXCR6 inh 32.7, Gli-Sufu antag 5.0, EBI2 antag 4.3 and A3G deaminase -0.1.
O=C1NC(Cc2ccccc2)C(=O)N1Cc1cc([N+](=O)[O-])cc2c1OCOC2 (centres undefined) was read as GRIN3A LBD mod -0.4, CCR6 antagonist 6.5, APOBEC3A inh 2.7, MPTP block -0.5, CXCR6 inh 5.6, Gli-Sufu antag 4.5, EBI2 antag 4.1 and A3G deaminase -3.6.
`CN1CCCN(C(=O)CNC(=O)c2ccc(Cl)cc2Cl)CC1` gave GRIN3A LBD mod -1.0, CCR6 antagonist 6.8, APOBEC3A inh 2.2, MPTP block -0.3, CXCR6 inh 7.0, Gli-Sufu antag -1.1, EBI2 antag 2.2 and A3G deaminase 1.3.
Screening O=C(CN(Cc1ccco1)S(=O)(=O)c1ccccc1)N/N=C/c1cccc(O)c1 returned GRIN3A LBD mod 0.4, CCR6 antagonist 7.1, APOBEC3A inh 1.6, MPTP block -0.5, CXCR6 inh -9.0, Gli-Sufu antag -3.8, EBI2 antag -1.0 and A3G deaminase 11.8.
COc1ccc(-n2nnnc2-c2ccccc2)cc1 was read as GRIN3A LBD mod 1.1, CCR6 antagonist 11.3, APOBEC3A inh 2.1, MPTP block -1.6, CXCR6 inh 1.1, Gli-Sufu antag -12.8, EBI2 antag -7.1 and A3G deaminase -6.2.
Screening Cc1cc2ccccn2c1C(=O)c1ccccc1Br returned GRIN3A LBD mod 0.2, CCR6 antagonist 29.1, APOBEC3A inh -1.5, MPTP block 0.5, CXCR6 inh -3.0, Gli-Sufu antag 23.0, EBI2 antag 2.0 and A3G deaminase -6.0.
CCc1noc(C)c1C(=O)Nc1nc(-c2ccc(Cl)cc2Cl)cs1 was read as GRIN3A LBD mod -21.2, CCR6 antagonist -3.9, APOBEC3A inh 1.8, MPTP block 48.4, CXCR6 inh -8.2, Gli-Sufu antag 5.6, EBI2 antag 7.6 and A3G deaminase -4.9.
`Cc1ccccc1N1CCN(c2ccc(NC(=O)C3CCCCC3C(=O)O)cc2)CC1` (centres undefined) gave GRIN3A LBD mod -1.0, CCR6 antagonist -2.3, APOBEC3A inh 3.5, MPTP block -1.3, CXCR6 inh -1.4, Gli-Sufu antag 4.3, EBI2 antag 1.1 and A3G deaminase -0.2.
For COc1ccc(C2(C(=O)NCCc3ccccc3)CCCC2)cc1 the results were GRIN3A LBD mod 0.1, CCR6 antagonist 23.7, APOBEC3A inh -6.2, MPTP block -1.5, CXCR6 inh 17.4, Gli-Sufu antag 3.4, EBI2 antag 0.8 and A3G deaminase -7.2.
For COc1ccc(C2CC(c3ccc(Cl)cc3Cl)n3nc(N)nc3N2)cc1 (centres undefined) the results were GRIN3A LBD mod -0.2, CCR6 antagonist 6.2, APOBEC3A inh -2.8, MPTP block -1.8, CXCR6 inh 6.3, Gli-Sufu antag -25.3, EBI2 antag -5.4 and A3G deaminase -7.4.
For O=C(NN=Cc1ccc2c(c1)OCO2)C1CC1 the results were GRIN3A LBD mod 2.0, CCR6 antagonist -8.0, MPTP block -1.8, CXCR6 inh -0.9, Gli-Sufu antag -40.4 and EBI2 antag 4.3.
For CCCC(=O)N1CCN(c2ccc(NC(=S)NC(=O)CC)cc2)CC1 the results were GRIN3A LBD mod 0.5, CCR6 antagonist 7.4, APOBEC3A inh -0.6, MPTP block 0.9, CXCR6 inh -2.1, Gli-Sufu antag 2.1, EBI2 antag -1.2 and A3G deaminase -4.2.
CCC(C)NC(=O)Nc1ccc2c(c1)N(C)C(=O)c1ccccc1S2 (centres undefined) was read as GRIN3A LBD mod -6.9, CCR6 antagonist 15.1, APOBEC3A inh -3.3, MPTP block 36.1, CXCR6 inh 4.8, Gli-Sufu antag 6.6, EBI2 antag 6.8 and A3G deaminase -7.2.
For O=C(NCC(c1cccs1)N1CCOCC1)c1ccc(Cl)c(S(=O)(=O)N2CCOCC2)c1 (centres undefined) the results were GRIN3A LBD mod 0.9, CCR6 antagonist 8.2, APOBEC3A inh 2.4, MPTP block 1.5, CXCR6 inh 9.4, Gli-Sufu antag -7.4, EBI2 antag -1.6 and A3G deaminase 1.8.
For CC(C)C(NC(=O)C12CC3CC(CC(C3)C1)C2)C(=O)N/N=C/C1=C(N2CCOCC2)C(=C\c2ccc([N+](=O)[O-])cc2)/CC1 (centres undefined) the results were GRIN3A LBD mod -1.0, CCR6 antagonist 20.4, APOBEC3A inh 11.8, MPTP block 3.1, CXCR6 inh 14.9, Gli-Sufu antag 28.9, EBI2 antag 24.7 and A3G deaminase 1.8.
For CCN(C(=O)C1CCCCC1)c1nnc(-c2cccnc2)s1 the results were GRIN3A LBD mod 1.0, CCR6 antagonist 2.7, APOBEC3A inh -11.1, MPTP block 0.4, CXCR6 inh -3.0, Gli-Sufu antag -1.9, EBI2 antag 3.8 and A3G deaminase -5.5.
Screening CC(Sc1nnc2ccccn12)C(=O)NCc1ccc2c(c1)OCO2 (centres undefined) returned GRIN3A LBD mod 1.2, CCR6 antagonist -10.7, APOBEC3A inh 0.2, MPTP block 0.2, CXCR6 inh -6.9, Gli-Sufu antag -3.8, EBI2 antag 5.6 and A3G deaminase 3.4.
